# High-throughput results (PubChem)
# S1P4 antag – antagonists of human S1P4 receptor. actives 0.26% (n = 220,000). O95977. inhibition, % at 4.98 µM. S1P4-expressing cells, antagonist mode, reporter read-out; in the data active = inhibition above about 29%;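 also: 0% = wells stimulated with agonist and 100% = vehicle wells without agonist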
# Target sequence (O95977 whole entry, looked up): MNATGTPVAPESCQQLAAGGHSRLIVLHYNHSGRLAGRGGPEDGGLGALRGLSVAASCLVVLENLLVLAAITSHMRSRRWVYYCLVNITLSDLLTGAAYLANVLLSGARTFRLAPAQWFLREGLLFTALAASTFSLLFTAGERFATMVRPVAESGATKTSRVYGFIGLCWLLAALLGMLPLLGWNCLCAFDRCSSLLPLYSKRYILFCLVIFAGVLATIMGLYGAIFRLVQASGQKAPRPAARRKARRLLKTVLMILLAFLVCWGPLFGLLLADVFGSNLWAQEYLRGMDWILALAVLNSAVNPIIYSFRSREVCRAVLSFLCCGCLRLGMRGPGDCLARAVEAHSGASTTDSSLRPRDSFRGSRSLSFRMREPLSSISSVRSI
# S1P4 agonist – activates the human S1P4 receptor. S1P4-expressing cell line, agonist reporter assay. actives 0.35% (n = 220,000). activation, % at 4.98 µM. O95977. AID 1509; in the data active = activation above about 11%;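 also: 0% = DMSO vehicle and 100% = reference agonist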
# NPY-Y1 PAM-ag – potentiates or activates human NPY-Y1 receptor. P25929. actives 0.37% (n = 220,000). activation, % at 3.6 µM. NPY-Y1 expressing cells, potentiator/agonist activation. AID 1304; in the data active = activation above about 33%, passing the limit was not always enough;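 also: cells stimulated with NPY at EC10 then isoproterenol at EC100; 0% = low agonist plus stimulus and 100% = saturating agonist plus stimulus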
# Target sequence (P25929 whole entry, looked up): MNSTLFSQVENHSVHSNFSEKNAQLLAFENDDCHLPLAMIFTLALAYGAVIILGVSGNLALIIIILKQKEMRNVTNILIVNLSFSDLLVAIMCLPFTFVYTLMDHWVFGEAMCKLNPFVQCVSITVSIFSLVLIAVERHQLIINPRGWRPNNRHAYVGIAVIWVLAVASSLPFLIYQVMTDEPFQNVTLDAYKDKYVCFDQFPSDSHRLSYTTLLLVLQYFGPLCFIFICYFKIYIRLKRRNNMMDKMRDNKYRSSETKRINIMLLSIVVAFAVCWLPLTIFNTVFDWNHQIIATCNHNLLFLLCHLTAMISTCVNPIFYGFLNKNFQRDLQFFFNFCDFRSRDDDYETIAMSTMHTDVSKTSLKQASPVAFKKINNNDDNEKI
# NPY-Y1 antag – blocks the human neuropeptide Y Y1 receptor. AID 1040. HEK293-CNG Y1 cells, membrane potential fluorescence; NPY at EC95, then isoproterenol. actives 1% (n = 200,000). P25929. inhibition, % at 3.6 µM;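 active = inhibition above the campaign mean inhibition of all tested compounds plus 3 SD, cut at about 20% in these data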;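 also: 0% = DMSO wells given NPY plus isoproterenol and 100% = isoproterenol alone without NPY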
#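 System: HEK293 cells with Y1 receptor plus CNG channel / Probe or stimulus: NPY 25 nM then isoproterenol 1 µM plus Ro 20-1724 25 µM / Compound: one concentration, 3.6 µM, in 0.4% DMSO / Schedule: compound incubation 1 h at room temperature, readout 45 min post-stimulation / Measured by: membrane potential fluorescence / Read-out: % inhibition of NPY effect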
# NPY2 pot ag – potentiates or activates human NPY-Y2 receptor; P49146; cells expressing NPY-Y2, potentiator/agonist read-out; activation, % at 3.6 µM; actives 0.45% (n = 220,000); in the data active = activation above about 27%;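 also: cells stimulated with NPY near EC25 plus isoproterenol at EC100; 0% = vehicle plus submaximal agonist and 100% = vehicle plus saturating agonist; some results beyond the cut were filed as inactive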
# CHOP inhibitor – blocks CHOP induction under ER stress | CHO-K1 CHOP-promoter luciferase, tunicamycin-induced, 15-18 h | inhibition, % at 10 µM | actives 3.8% (n = 220,000) | AID 2732;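 active = compounds that reduced the stress-induced luciferase reporter signal by more than about 70% of percent inhibition, limit read from the data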;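 also: 0% = tunicamycin plus vehicle and 100% = wells without tunicamycin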
# Ba/F3 V617F tox – reduce viability of Ba/F3 cells dependent on JAK2V617F; Ba/F3 EpoR-JAK2V617F viability, ATP luminescence; actives 1.1% (n = 220,000); inhibition, % at 5.6 µM; AID 1446;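 active = inhibition above the campaign mean plus 3 SD over all tested compounds, cut at about 24% in these data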;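 also: cytokine-independent growth of Ba/F3 cells driven by EpoR plus mutant JAK2; 0% = DMSO-treated cells and 100% = JAK inhibitor I control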
# NCF1 inh – blocks human p47phox regulatory protein of NADPH oxidases. p47phox/p22phox peptide binding, fluorescence polarization, 2 h. inhibition, % at 24.7 µM. AID 1274. actives 0.53% (n = 220,000);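 active = inhibition above about 30%, limit read from the data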;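 also: 0% = p47phox with labelled peptide and 100% = labelled peptide alone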
# BaF3 parental – parental Ba/F3 viability inhibition as JAK2V617F counter-screen; CellTiter-Glo ATP luminescence; inhibition, % at 5.6 µM; actives 1.1% (n = 220,000); AID 1486;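 active = inhibition above a per-campaign cutoff, the mean inhibition of all tested compounds plus 3 SD, cut at about 27% in these data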;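 also: 0% = DMSO wells and 100% = JAK Inhibitor I control wells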
# The depositor's hits bear a star; x = not tested or not shown. Random draw from the library. Share with any hit: about 7.1%.
SMILES,S1P4 antag,S1P4 agonist,NPY-Y1 PAM-ag,NPY-Y1 antag,NPY2 pot ag,CHOP inhibitor,Ba/F3 V617F tox,NCF1 inh,BaF3 parental
CCOC(=O)C1CCCN(Cc2nc(N)nc(Nc3ccccc3OC)n2)C1 (stereo not given),0,-0.8,10,-1,2,37,-4,-12,-1
CCCSC1=C(C#N)C(c2ccc(Cl)cc2Cl)CC(=O)N1 (stereo not given),-22,1.0,-7,3,0,17,-3,-12,2
Cc1ccc(N(CC(=O)N/N=C/c2cccnc2)S(=O)(=O)c2ccccc2)cc1,-10,2.4,4,1,-8,12,1,-20,9
NNC(=O)COc1ccc(F)cc1,-13,0.4,-7,6,9,3,1,2,3
COc1cccc(C(=O)OCCCN(C)C)c1,-11,0.4,-18,7,2,4,0,1,6
CC1CC(C)CN(C(=O)Cn2c(=O)n(CCCCC(=O)NC3CCCC3)c(=O)c3ccccc32)C1 (stereo not given),3,2.2,0,-2,2,49,-2,-3,2
Cc1cccc2cc(CN(CCCO)C(=O)Nc3ccccc3Cl)c(=O)[nH]c12,-5,1.8,-15,9,-7,27,-3,-7,-1
CCC(C)NC(=O)CSc1nc2cc3c(cc2c(=O)n1Cc1ccco1)OCO3 (stereo not given),-8,-0.2,18,2,14,-4,-5,30*,5
COC(=O)CSc1nc(N)c(NC(=O)c2ccc(OC)c(OC)c2)c(=O)[nH]1,-3,-0.9,-3,-1,-1,31,-4,-1,-1
CC(=O)c1ccc(N2CCN(C(=O)c3cc(C)on3)CC2)cc1,-7,-0.8,-2,0,1,17,-2,-4,4
COc1ccccc1/C=C1\CCCC2=C1Nc1nnnn1C2c1ccccc1OC (stereo not given),-13,2.7,-7,11,5,84*,-2,-2,4
Cc1c(Cl)cccc1N/C(SCC(=O)N1CCCCCC1)=C(/C#N)c1nc2ccccc2s1,-18,5.1,2,-2,-1,65,-2,-53,4
CCOC(=O)c1nc(NCc2ccccc2F)c2ccccc2n1,-5,2.4,3,-3,-2,20,1,-5,8
Cc1occc1C(=O)Nc1cccc(C(=O)NCc2ccccc2)c1,-17,0.5,7,-9,7,-1,-3,-10,2
O=C(NC(C(=O)O)c1ccccc1)c1ccc(S(=O)(=O)N2CCOCC2)cc1 (stereo not given),-30,3.8,6,0,6,21,-1,-4,4
Cc1ccccc1C1CC(c2cccs2)=NN1S(C)(=O)=O (stereo not given),-12,3.1,18,3,1,-18,-1,-185,3
CCCCCNc1nc2sc3c(c2c(=O)n1-c1cccc(Cl)c1)CCN(C)C3,5,0.1,-37,x,-47,7,76*,-10,68*
Cc1nn2c(-c3ccncc3)ccnc2c1Br,-16,1.2,-3,0,-1,31,-1,-7,1
COCC(=O)Nc1nnc(SCC(=O)NCc2cccs2)s1,4,-0.2,-11,2,-12,-15,0,-5,-1
CC(=O)c1cccc(NC(=S)NCCC2=CCCCC2)c1,-19,-0.9,3,-1,3,36,0,-6,12
O=S(=O)(NC1CCCCCCC1)c1cccs1,-5,1.9,6,7,13,54,3,-9,1
CCCc1nnc(NC(=O)C(CC)OC(=O)c2cc(C)nc3ccccc23)s1 (stereo not given),-24,1.5,-7,5,-9,41,-4,-14,3
COc1ccc(-c2nc(CNS(=O)(=O)c3ccc(OC)c(OC)c3)cs2)cc1,-12,2.2,7,1,4,25,-1,-14,1
O=C(C1CCCN1S(=O)(=O)c1cccc2nsnc12)N1CCCCC1 (stereo not given),0,-0.9,-12,x,-3,8,0,6,1
CN(C)CC(=O)c1c[nH]c2ccccc12,-5,0.2,-11,-4,-6,9,3,-37,-2
CC(=O)NCCn1c(SCC(=O)NCCc2ccc(S(N)(=O)=O)cc2)nc2ccccc2c1=O,-13,0.3,-14,4,-19,-13,1,-3,6
Cc1ccc(Cl)cc1NC(=O)Cn1cccc1,3,-0.3,13,3,-2,21,1,-14,3
Cc1ncoc1C(=O)Nc1ccc2c(c1)OCCO2,-9,1.5,2,9,5,56,4,-21,4
COc1cc(C=C(c2nc3ccccc3s2)c2nc3ccccc3s2)cc(OC)c1O,-3,5.6,-13,1,-18,-20,-4,-55,1
Cc1sc(N2C(=O)C3C4C=CC(C4)C3C2=O)c(C#N)c1C (stereo not given),-9,0.5,0,-5,0,15,-1,-2,5
O=C(NCc1cccs1)c1ccc(S(=O)(=O)N2CCCCC2)cc1,3,0.6,-19,-4,-3,-3,0,-2,4
O=C(Nc1ccccc1)Nc1ccccc1C(=O)NCCCN1CCOCC1,-8,0.8,8,x,-4,3,-1,1,0
CCOC(=O)c1ccc(Nc2nnc(C(C)(C)C)c(=O)[nH]2)cc1,-8,-0.1,5,-2,16,57,1,-14,1
Cc1cccc(CCNC(=O)CCc2nnc(CCc3ccccc3)o2)n1,-4,-2.3,11,2,1,-21,-5,-2,1
CCCC(=O)N(C1CC(C)C(C#N)(C#N)C1(C#N)C#N)N(C)C (stereo not given),43*,1.5,-16,x,-48,-80,46*,9,-2
CCCC(=O)c1ccc2c(c1)OCCO2,-9,1.3,1,6,-5,-26,3,-6,2
O=C(C1CC(c2ccc(F)cc2)=NO1)N1CCN(c2ccccc2)CC1 (stereo not given),-16,2.4,-6,-1,0,36,-6,5,5
CN1CCCC1CCNS(=O)(=O)c1ccc(Br)cc1 (stereo not given),-25,3.5,-9,-3,-13,18,6,2,2
Cc1nc(CSc2ccc(Cl)cc2)cc(NCc2ccccc2)n1,-15,-5.1,-48,13,-21,91*,-3,-4,2
CCCCCC1CCC(C(=O)NNC(=S)NCC)CC1 (stereo not given),-3,1.9,-21,-2,0,10,3,4,4
Cn1c(Oc2ccc(Cl)cc2)c(C=O)c2ccccc21,-12,1.4,-24,13,-7,63,0,-7,6
COC(=O)c1ccccc1NC(=O)c1cc(C2CC2)on1,-7,-0.3,-15,6,10,43,2,-11,2
Cc1ccccc1CN(c1ccc(C(=O)N/N=C/c2ccc(OCC(N)=O)cc2)cc1)S(C)(=O)=O,1,0.1,6,3,4,4,-1,-13,0
N/C(=N\OC(=O)c1cccs1)c1cccc(Br)c1,-12,2.2,-22,8,-11,2,-1,-7,3
Cc1nn2c(NCc3cccnc3)c3c(nc2c1-c1ccccc1)CCC3,1,-0.5,1,x,-19,32,3,-11,5
COc1ccc(CCC2(C)NC(=O)NC2=O)cc1 (stereo not given),0,-2.5,9,4,11,-2,-4,-6,4
CCOc1cc(/C=N/n2cnnc2)ccc1O,20,-0.1,-9,1,0,11,2,4,8
O=C1NC(=S)N/C1=C\c1cccnc1,3,0.2,-2,x,3,36,0,-3,-3
O=C(c1ccccc1)N(NC(=O)C(O)(c1ccccc1)c1ccccc1)c1cccc(F)c1,-2,3.0,-44,53*,-4,-2,2,-10,3
Cc1nn(C)c(C)c1C1C(C#N)=C(N)OC2=C1C(=O)CCC2 (stereo not given),6,0.6,-9,-5,0,-5,2,6,4
# (further entries)
SMILES,S1P4 antag,S1P4 agonist,NPY-Y1 PAM-ag,NPY-Y1 antag,NPY2 pot ag,CHOP inhibitor,Ba/F3 V617F tox,NCF1 inh,BaF3 parental
O=C(OCC(=O)N1CCN(c2ccccc2)CC1)c1cnc(Cl)c(Cl)c1,6,-0.7,2,-2,-6,-21,-1,-25,3
O=C(N/N=C/CCc1ccccc1)C1CCCCC1,3,-0.5,0,-3,4,-32,-3,-4,-1
CCOC(=O)N1CCN(S(=O)(=O)c2ccc(C)cc2)C1,-17,1.2,11,x,17,5,-5,-3,0
CCOC(=O)C(=NC1CCS(=O)(=O)C1)NNc1cc(Cl)ccc1Cl (stereo not given),-9,-1.4,5,x,-6,12,0,7,-10
Fc1ccc(CNn2cnnc2SCc2ccc(F)cc2)cc1,-1,0.2,-6,-3,1,19,-1,-15,0
CCC/C(C)=N/NC(=O)c1ccccc1O,-29,0.2,-1,2,10,22,-2,-5,8
CCC1C(=O)n2nc(-c3ccccc3)cc2N=C1C (stereo not given),-1,0.1,10,3,4,7,0,-7,2
COc1ccc(N(CC(=O)Nc2ccc(OC)cc2OC)S(=O)(=O)c2ccccc2)cc1,-10,-0.7,-1,6,-3,-13,-6,0,2
Cc1ccc(-c2nc(SCC(=O)NCC3CCCO3)c(-c3ccc(C)cc3)[nH]2)cc1 (stereo not given),3,2.6,-30,-3,10,34,-3,-6,8
Cc1ccc(NC(=S)N2CCCN(Cc3ccc(F)cc3)C2)c(C)c1,-4,-0.3,4,6,9,2,-2,4,1
O=C1C=CC(=O)N1c1ccc(OC(F)F)cc1,-18,0.7,1,2,2,107*,-1,-3,0
O=C(CSc1nc2ccccc2c(=O)n1CCCC(=O)N1CCCC1)NCc1ccco1,-6,-0.3,1,-4,-4,8,6,1,10
CCOC(=O)c1c(NC(=O)CSC(=S)N(C)C)sc(C)c1C,-5,1.5,-47,-3,-3,14,-3,-9,0
COC(=O)c1ccc2c(=O)n(CC3CCCO3)c(SCC(=O)Nc3ccc(OC)cc3OC)nc2c1 (stereo not given),-7,-2.0,6,x,-28,-4,-1,31*,-4
Cc1ccc(-c2[nH]nc3c2C(c2ccccc2OC(=O)N2CCOCC2)C(C#N)=C(N)O3)cc1 (stereo not given),8,-3.0,13,-5,19,17,-1,-4,-3
O=S(=O)(c1cccc2nsnc12)N1CCc2ccccc2C1,3,0.4,-1,1,6,0,-3,-10,0
CCN(CC)CCCN=Cc1c(O)n(-c2cccc(C)c2)c(=O)c2ccccc12,-7,0.3,-5,x,3,2,-3,-7,5
CCOC(=O)/C(C)=N/NC(=O)c1ccc([N+](=O)[O-])cc1,-30,3.6,3,0,-1,13,0,2,1
COCCCNC(=O)c1c(N)n(-c2ccc3c(c2)OCO3)c2nc3ccccc3nc12,-11,0.3,1,7,-5,x,1,x,7
O=C(O)c1ccc(CSc2nnc(-c3cccnc3)n2-c2ccc(Br)cc2)cc1,-17,5.0,10,-3,-3,33,1,-1,5
Cc1cc(NC(=O)c2cc(Cl)ccc2Cl)no1,0,-2.0,-24,7,2,14,-4,-5,-1
Cc1cccc(C(=O)Nc2nccs2)c1[N+](=O)[O-],-11,1.6,-6,-5,13,25,0,2,8
CCOC(=O)C1CCN(C(=O)CSc2ccccc2Cl)CC1,-9,-1.0,13,2,3,4,3,-2,0
COc1cccc(C2C=C(c3cccs3)Nc3ncnn32)c1OC (stereo not given),19,0.3,-10,0,7,2,3,-26,6
c1ccc(-c2nccc(-c3ccc(-n4cnc5ccccc54)cc3)n2)cc1,-11,83*,-25,13,-10,30,-2,46*,1

# Taken from the results shown for reference:
SMILES,S1P4 antag,S1P4 agonist,NPY-Y1 PAM-ag,NPY-Y1 antag,NPY2 pot ag,CHOP inhibitor,Ba/F3 V617F tox,NCF1 inh,BaF3 parental
COCCCNC(=O)c1c(N)n(-c2ccc3c(c2)OCO3)c2nc3ccccc3nc12,-11,0.3,1,7,-5,x,1,x,7
O=C(O)c1ccc(CSc2nnc(-c3cccnc3)n2-c2ccc(Br)cc2)cc1,-17,5.0,10,-3,-3,33,1,-1,5
Cc1cc(NC(=O)c2cc(Cl)ccc2Cl)no1,0,-2.0,-24,7,2,14,-4,-5,-1
Cc1cccc(C(=O)Nc2nccs2)c1[N+](=O)[O-],-11,1.6,-6,-5,13,25,0,2,8
CCOC(=O)C1CCN(C(=O)CSc2ccccc2Cl)CC1,-9,-1.0,13,2,3,4,3,-2,0
COc1cccc(C2C=C(c3cccs3)Nc3ncnn32)c1OC (stereo not given),19,0.3,-10,0,7,2,3,-26,6
c1ccc(-c2nccc(-c3ccc(-n4cnc5ccccc54)cc3)n2)cc1,-11,83*,-25,13,-10,30,-2,46*,1
